High-throughput results (PubChem BioAssay)
SUMO HTRF inh = inhibitors of in vitro SUMOylation cascade, primary screen, biochemical, HTRF, uHTS | AID 2006, 2009 | inhibition, % at 35 µM | hit rate 0.36% among 290,000 | HTRF SUMOylation assay, SAE1/SAE2 + UBC9; in the data active means inhibition above about 50%, passing the limit was not always enough; further: strong numbers were not always called active
IMP-1 inhibitor = IMP-1 metallo-beta-lactamase inhibitors, primary screen, biochemical, epi-absorbance readout, Pseudomonas aeruginosa enzyme. hit rate 0.45% among 290,000. metallo-beta-lactamase IMP-1 (Pseudomonas aeruginosa). purified IMP-1, nitrocefin hydrolysis, epi-absorbance fluorescence. inhibition, % at 5.6 µM;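 active means inhibition above the mean plus 3 SD of all compounds in the same screening run, cut at about 4.5% in these data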;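 further: 0% = IMP-1 with DMSO and 100% = DMSO wells lacking enzyme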
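System: Purified recombinant IMP-1 metallo-beta-lactamase enzyme | Measured by: Fluorescence quenching readout, ex 480/em 530 nm | Replication: Singlicate | Incubation: 15 min preincubation plus 25 min reaction at 25 °C | Evaluation: Percent inhibition from optical density relative to buffer-blank wells | Benchmarks: DMSO with and without IMP-1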
VIM-2 inhibitor = VIM-2 metallo-beta-lactamase inhibitors, primary screen, biochemical, epi-absorbance readout, Pseudomonas aeruginosa enzyme. purified VIM-2, nitrocefin hydrolysis, epi-absorbance fluorescence. inhibition, % at 5.6 µM. hit rate 0.89% among 290,000;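 active means inhibition above the mean of all tested compounds plus 3 SD, cutoff set per screening run, cut at about 7.5% in these data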;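 further: red hydrolysis product quenches plate fluorescence so inhibitors raise well fluorescence; 0% = enzyme with DMSO and 100% = DMSO without enzyme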
pCIP destab = p/CIP-EGFP fusion destabilizers, primary screen, fluorescence, F442A cells | hit rate 0.01% among 290,000 | 16 h | decrease of EGFP signal, % at 10 µM | Q05BA5 | AID 1984, 2009;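 active means EGFP signal decrease of at least 30% at 10 µM or well 3 SD below plate mean, unless failing retest; inactive means the rest, including hits failing retest or dose response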; further: some compounds called inactive have numbers as strong as hits; many of its hits are not listed in these tables
HCV NS3 hel inh = inhibitors of HCV NS3 helicase, primary screen, biochemical, Cy5 molecular beacon fluorescence | Hepatitis C virus NS3 helicase | NS3 helicase DNA unwinding | inhibition, % at 10.9 µM | hit rate 0.56% among 290,000 | AID 1800, 2009;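 active means inhibition above the mean of all tested compounds plus 3 SD, set per campaign, cut at about 35% in these data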;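 further: 0% = DMSO wells and 100% = thioflavine S control wells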
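Measured by: Cy5 fluorescence, 0 and 60 min reads / Assay system: NS3 helicase fragment of HCV / Control set: low DMSO, high thioflavine S at 110 µM / Times: 1 h reaction at 25 °C, ATP-initiated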
MEKK3 PB1 HTS = modulators of MEKK3-MEK5 PB1 binding, primary screen, biochemical, wildtype MEKK3, multiplex bead flow cytometry, Alexa488-MEK5. Mitogen-activated protein kinase kinase kinase 3 (Homo sapiens), Q99759. bead-based flow cytometry, Alexa488-MEK5 binding to MEKK3; actives lie on both sides; 0 = blocked by unlabeled MEK5, 100 = vehicle. binding response (% of control), % at 10 µM. hit rate 1.4% among 290,000. AID 1529, 2009;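 active means binding response more than 3 SD above or below the average of its plate-row segment, actives on both sides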;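 further: Alexa488 bead fluorescence after subtracting the streptavidin-only scavenger bead signal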
PHOSPHO1 inh = PubChem AID 1565. hit rate 1.1% among 290,000. recombinant PHOSPHO1, absorbance phosphatase assay. Phosphoethanolamine/phosphocholine phosphatase (Homo sapiens), Q8TCT1. inhibition, % at 13.3 µM; in the data active means inhibition above about 60%
FID counter = compounds displacing fluorescent DNA intercalator, primary screen, artefact control for HCV NS3 helicase inhibitor project, biochemical, FID fluorescence. DNA fluorescent intercalator displacement. inhibition, % at 7.9 µM. hit rate 0.17% among 290,000. AID 1845, 2009; in the data active means inhibition above about 37%;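 further: 0% = vehicle and 100% = reference compound; higher means more ethidium bromide displaced from hairpin DNA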
IDE cell activ = human IDE activators in live cells, primary screen, fluorescence polarization, HEK cells, FAbeta-B substrate. hit rate 0.073% among 340,000. Insulin-degrading enzyme (Homo sapiens), P14735. AID 493087, 2011. FAbeta-B cleavage; 0% vehicle, 100% cell-free pure enzyme wells. activation, % at 5.96 µM;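 active means activation above the mean of all tested compounds plus 3 SD, set per screening campaign, cut at about 17% in these data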
Target sequence (P14735 whole entry, looked up): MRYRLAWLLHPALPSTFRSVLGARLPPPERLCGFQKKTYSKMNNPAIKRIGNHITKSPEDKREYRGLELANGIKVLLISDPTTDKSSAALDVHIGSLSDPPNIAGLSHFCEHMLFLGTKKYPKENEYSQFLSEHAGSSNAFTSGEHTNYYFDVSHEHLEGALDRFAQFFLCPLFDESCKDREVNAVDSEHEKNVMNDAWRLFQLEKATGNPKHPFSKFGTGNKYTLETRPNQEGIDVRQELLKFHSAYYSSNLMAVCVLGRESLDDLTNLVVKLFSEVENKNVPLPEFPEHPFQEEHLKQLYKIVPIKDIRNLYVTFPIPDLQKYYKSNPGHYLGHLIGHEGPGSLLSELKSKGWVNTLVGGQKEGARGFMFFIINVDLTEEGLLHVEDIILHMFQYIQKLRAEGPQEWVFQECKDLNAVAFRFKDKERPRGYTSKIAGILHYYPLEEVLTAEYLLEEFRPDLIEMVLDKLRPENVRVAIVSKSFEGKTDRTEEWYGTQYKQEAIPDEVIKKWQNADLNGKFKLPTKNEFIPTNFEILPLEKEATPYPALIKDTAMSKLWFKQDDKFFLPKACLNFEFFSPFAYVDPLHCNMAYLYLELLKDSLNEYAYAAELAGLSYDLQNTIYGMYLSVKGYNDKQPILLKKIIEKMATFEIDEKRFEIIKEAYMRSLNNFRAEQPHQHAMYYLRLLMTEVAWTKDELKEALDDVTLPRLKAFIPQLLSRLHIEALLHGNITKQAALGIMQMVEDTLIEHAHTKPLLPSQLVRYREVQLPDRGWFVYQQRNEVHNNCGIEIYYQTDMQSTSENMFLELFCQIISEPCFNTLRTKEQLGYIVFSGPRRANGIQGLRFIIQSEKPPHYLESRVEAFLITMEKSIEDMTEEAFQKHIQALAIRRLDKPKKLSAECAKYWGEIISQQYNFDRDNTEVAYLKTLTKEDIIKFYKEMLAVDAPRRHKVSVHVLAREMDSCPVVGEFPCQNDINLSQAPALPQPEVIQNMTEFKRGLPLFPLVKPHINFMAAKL
The depositor's hits bear a star; · = no result given. Some of the compounds tested; the hit share may differ from the screen's.

SMILES	SUMO HTRF inh	IMP-1 inhibitor	VIM-2 inhibitor	pCIP destab	HCV NS3 hel inh	MEKK3 PB1 HTS	PHOSPHO1 inh	FID counter	IDE cell activ
O=C(O)C1CC(=O)N(C2CCCCC2)C1c1ccccc1 (stereo not given)	-10.9	-3.7	-2.4	9.8	4.4	105.0	8.5	-3.9	6.5
CCN(Cc1ccccc1)S(=O)(=O)c1cc2[nH]c(=O)c(=O)[nH]c2cc1C	10.4	-0.9	0.7	-0.9	-1.9	98.0	7.0	-21.2	7.7
Cn1c(=O)n(C)c2cc(S(=O)(=O)O)ccc21	-10.2	-2.6	-1.7	2.8	-3.6	99.0	-14.5	3.6	-2.5
O=C(Cc1ccc([N+](=O)[O-])cc1)c1ccc(O)cc1O	7.7	-1.2	-0.9	-6.4	0.5	95.0	27.7	3.6	5.5
Cc1nnc(SCc2nc3scc(-c4ccccc4)c3c(=O)[nH]2)s1	-15.8	-3.2	-2.5	-2.6	2.9	106.0	24.6	-10.2	1.3
O=c1c2ccccc2ncn1-c1cccc(Cl)c1	5.0	35.6*	4.9	-6.9	-17.4	109.0	8.0	-0.2	-5.6
Cc1ccccc1-n1nc(C)c2c1N=C1C(Cl)=CC(Cl)=CN1C2c1ccc(C(=O)O)cc1 (stereo not given)	17.7	-1.8	-2.5	1.5	23.8	102.0	-11.7	-35.1	7.3
O=C(COc1ccccc1)Nc1ccc2[nH]c(=O)[nH]c2c1	-3.1	-3.7	-2.8	7.6	-12.6	105.0	34.9	1.5	-2.1
Cc1nc(CNS(=O)(=O)c2cc(C)c(C)cc2C)cs1	10.6	-10.2	-7.0	-16.4	0.3	99.0	6.3	-19.5	5.2
COc1ccc(/C=N/n2cnc3c([nH]c4ccc(F)cc43)c2=O)cc1CSc1ccccn1	13.0	-1.6	-2.3	5.6	-12.5	105.0	12.9	-5.8	-1.4
Cc1cccc(C)c1-n1c(C)cc(/C=N/NC(N)=S)c1C	5.6	-3.3	-1.7	-7.2	6.8	94.0	31.2	-12.9	4.9
Cn1cc(C(=O)N2CCCC(Nc3ccc(F)cc3)C2)c2ccccc21 (stereo not given)	-5.1	-0.6	1.9	-12.0	13.2	105.0	22.3	-34.4	1.2
CCSc1nc(=S)n(-c2ccccc2)c(C)c1C(C)=O	27.8	-2.5	-2.4	-4.9	-2.3	102.0	3.9	-0.7	4.4
COC(=O)c1cccc(COC(=O)c2ccc(N(C)C)cc2)c1	-39.5	-2.8	-4.2	-0.8	-1.8	115.0	8.0	-16.6	-0.5
CC(=O)N1c2ccc(S(=O)(=O)N3CCC(C(=O)Nc4cccc(C)c4)CC3)cc2CC1C (stereo not given)	·	-0.9	-2.2	-13.4	-10.2	106.0	12.6	-50.9	-6.6
CN(c1ccc(C(=O)Nc2ccc(F)cc2F)cc1)S(=O)(=O)c1ccccc1	1.8	0.2	-0.3	-6.7	9.5	97.0	23.3	-22.5	1.2
NC1=NC(=O)/C(=C\c2cc([N+](=O)[O-])ccc2Cl)S1	14.6	-1.5	0.8	-6.7	-1.0	102.0	24.1	-0.7	7.7
CCc1nnc(NS(=O)(=O)c2ccc(NC(=S)NC(=O)c3ccncc3)cc2)s1	-15.7	1.9	-2.1	6.0	0.9	103.0	18.8	-26.3	7.2
Cc1cccc(NC(=O)CN2C(=O)S/C(=C\c3ccccn3)C2=O)c1	-0.6	-2.2	-3.6	-0.1	5.5	98.0	-4.5	-3.2	-5.4
CCCCCc1nnc(NC(=O)c2ccc(=O)n(C)n2)s1	1.6	-2.9	-3.5	8.5	9.4	99.0	12.2	-16.2	1.3
COc1ccccc1-c1nnc2n1N=C(c1ccc(O)c(O)c1)CS2	-3.3	-1.8	-0.5	-15.1	-4.5	101.0	-50.7	1.0	7.0
C=CCONC(=O)c1cc(OCC(F)(F)F)ccc1OCC(F)(F)F	16.5	-1.6	-1.7	-3.1	-0.3	102.0	24.2	-2.9	6.7
O=C(C[n+]1ccccc1)N/N=C/c1ccc(F)cc1	20.4	-0.1	-7.0	-13.5	-1.2	98.0	31.7	3.4	·
Cc1ccn2cc(C(=O)Nc3nnc(C)s3)nc2c1	-62.4	-3.8	-4.6	-6.2	-12.9	93.0	9.6	0.8	-0.7
Cc1cc2ccccn2c1C(=O)c1ccc(C#N)cc1	4.8	-4.9	-0.3	-11.4	-5.5	103.0	32.6	-22.6	5.6
Cc1ccc(C2CC(C(F)(F)F)n3ncc(C(N)=O)c3N2)cc1 (stereo not given)	32.7	-1.9	-1.1	-0.1	-5.0	103.0	-2.2	-7.7	2.4
COc1ccc(COC(=O)C2=C(C)NC(=O)NC2c2cc(OC)ccc2OC)cc1 (stereo not given)	4.3	-3.7	-2.7	-2.3	-8.3	112.0	2.8	-37.5	-0.2
C=CCOC(=O)c1[nH]c2c(c1C)C(=O)CC(c1cc(OC)c(OC)c(OC)c1)C2 (stereo not given)	4.8	-2.4	-2.5	-24.1	0.7	105.0	-0.6	-12.6	-6.5
COc1ccc(C(=O)N/N=C(\C)Cn2nc([N+](=O)[O-])cc2C)cc1	22.4	-1.4	-3.0	-8.0	1.9	104.0	-5.2	-5.1	7.9
COc1ccc(N(CC(=O)NCCSC2CCCCC2)S(=O)(=O)c2ccc(C)cc2)cc1	-3.4	-0.7	0.3	0.3	6.4	95.0	23.3	-39.8	4.0
Cn1c(=O)c2c(ncn2CC(=O)N2CCN(S(=O)(=O)c3ccc(Cl)cc3)CC2)n(C)c1=O	7.9	-0.7	-0.4	-4.9	-8.6	96.0	27.6	-18.0	0.7
Cc1ccc(NC(=O)CN2C(=O)C3CCCCN3C(=O)c3ccccc32)cc1 (stereo not given)	11.7	-4.5	-2.6	-36.7	5.2	104.0	21.3	-12.5	-1.1
Cc1cc(NC(=O)c2cccnc2Cl)ccc1NC(=O)c1cc2ccccc2o1	-9.2	-3.8	-1.1	7.7	-19.1	102.0	12.1	-29.7	-1.5
CCc1cccc2c(N=O)c(O)[nH]c12	-9.4	-4.1	-2.6	2.1	4.3	136.0*	-7.9	-1.8	5.2
C=CCOc1ccc(CN(C)CC(O)COc2cccc3ccccc23)cc1 (stereo not given)	3.8	0.0	-0.1	9.6	-52.1	107.0	6.2	17.6	5.5
Cc1cc(C(=O)OCC(=O)c2ccc(Br)s2)c(C)o1	-8.9	-2.0	-1.0	-17.2	12.9	·	11.4	-7.2	·

A second format for part of the listing above:
Order of values: SUMO HTRF inh	IMP-1 inhibitor	VIM-2 inhibitor	pCIP destab	HCV NS3 hel inh	MEKK3 PB1 HTS	PHOSPHO1 inh	FID counter	IDE cell activ
COc1ccc(COC(=O)C2=C(C)NC(=O)NC2c2cc(OC)ccc2OC)cc1 (stereo not given)
→ 4.3	-3.7	-2.7	-2.3	-8.3	112.0	2.8	-37.5	-0.2
C=CCOC(=O)c1[nH]c2c(c1C)C(=O)CC(c1cc(OC)c(OC)c(OC)c1)C2 (stereo not given)
→ 4.8	-2.4	-2.5	-24.1	0.7	105.0	-0.6	-12.6	-6.5
COc1ccc(C(=O)N/N=C(\C)Cn2nc([N+](=O)[O-])cc2C)cc1
→ 22.4	-1.4	-3.0	-8.0	1.9	104.0	-5.2	-5.1	7.9
COc1ccc(N(CC(=O)NCCSC2CCCCC2)S(=O)(=O)c2ccc(C)cc2)cc1
→ -3.4	-0.7	0.3	0.3	6.4	95.0	23.3	-39.8	4.0
Cn1c(=O)c2c(ncn2CC(=O)N2CCN(S(=O)(=O)c3ccc(Cl)cc3)CC2)n(C)c1=O
→ 7.9	-0.7	-0.4	-4.9	-8.6	96.0	27.6	-18.0	0.7
Cc1ccc(NC(=O)CN2C(=O)C3CCCCN3C(=O)c3ccccc32)cc1 (stereo not given)
→ 11.7	-4.5	-2.6	-36.7	5.2	104.0	21.3	-12.5	-1.1
Cc1cc(NC(=O)c2cccnc2Cl)ccc1NC(=O)c1cc2ccccc2o1
→ -9.2	-3.8	-1.1	7.7	-19.1	102.0	12.1	-29.7	-1.5
CCc1cccc2c(N=O)c(O)[nH]c12
→ -9.4	-4.1	-2.6	2.1	4.3	136.0*	-7.9	-1.8	5.2
C=CCOc1ccc(CN(C)CC(O)COc2cccc3ccccc23)cc1 (stereo not given)
→ 3.8	0.0	-0.1	9.6	-52.1	107.0	6.2	17.6	5.5

Going on with the list:
SMILES	SUMO HTRF inh	IMP-1 inhibitor	VIM-2 inhibitor	pCIP destab	HCV NS3 hel inh	MEKK3 PB1 HTS	PHOSPHO1 inh	FID counter	IDE cell activ
CCCc1cnc(N2CCN(C(=O)c3ccc(F)cc3)CC2)nc1	21.9	-2.0	1.7	-9.6	-0.5	108.0	15.9	-32.1	-2.6
C/C(=N\Nc1cc(C(F)(F)F)ccc1Cl)c1ccncc1	-6.1	-2.5	7.0	13.2	-11.3	104.0	23.2	-15.8	-1.6
CCc1nn(CC(=O)NCCCN(CC)c2cccc(C)c2)c(=O)c2cc3occc3n12	18.4	-2.0	-3.9	-10.5	2.8	98.0	16.1	-12.2	·
COc1ccccc1S(=O)(=O)Cc1ccc(C(=O)NCc2ccco2)o1	4.4	-1.7	-1.8	-3.7	-1.4	100.0	29.3	-8.1	8.1
COc1ccc(S(=O)(=O)Nc2cc(C(=O)NC(C)C)ccc2N2CCOCC2)cc1	20.1	-1.5	-1.8	-6.5	1.0	94.0	-1.4	-14.5	4.1
Cc1ccc(S(=O)(=O)c2cc3c(=O)n4cccc(C)c4nc3n(CC3CCCO3)c2=N)cc1C (stereo not given)	17.1	-0.7	-0.1	1.7	2.0	112.0	21.0	-14.0	-1.6
O=C(N/N=C\C=C\c1ccc2c(c1)OCO2)C1COc2cc3ccccc3cc2O1 (stereo not given)	24.4	-2.7	-4.7	-0.4	-6.6	101.0	14.7	-2.9	1.0
O=C(NCCN1CCCCC1)c1ccc(F)cc1Cl	-14.4	1.9	-0.9	-7.1	2.6	102.0	·	-5.0	-2.7
COc1ccc(NC(=O)CN(c2ccc(OC)cc2)S(=O)(=O)c2ccc(OC)c(OC)c2)cc1	25.2	-1.6	-1.7	0.7	-1.8	101.0	·	-33.6	1.7
Cc1ccc(-c2noc(-c3cc4ccccc4oc3=O)n2)cc1	12.1	-1.4	-8.5	-5.8	-3.9	105.0	42.0	2.0	3.2
